# Compound activity deposited in PubChem BioAssay by Sanford-Burnham Center for Chemical Genomics.
# tim23-1 inh: tim23-1 yeast growth inhibition; S. cerevisiae tim23-1 growth, BacTiter-Glo luminescence, 24 h; inhibition, % at 20 µM; hit rate 1.3% among 330,000;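 active means growth inhibition of the mutant yeast at or above 50%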;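 further: temperature-sensitive mutant grown at 25 °C; plate controls were DMSO-treated mutant yeast for no effect and medium wells lacking yeast for full effect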
# 697 NFkB inh: inhibitors of the PMA/ionomycin-induced NF-kB reporter in 697 B cells | hit rate 0.33% among 330,000 | 697 B-cell NF-kB luciferase reporter, 16 h | inhibition, % at 4 µM | AID 435022; in the data active means inhibition above about 35%
# XBP1 UPR activ: activators of adaptive arm of unfolded protein response (XBP1); CHO-XBP1 luciferase reporter, IRE1-XBP1 UPR activation, luminescence; percent of tunicamycin response, DMSO as zero; activation, % at 20 µM; hit rate 0.33% among 330,000;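 active means versus positive control, 20 µM dose yields 30% or more activation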;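 further: 100% = tunicamycin at 10 µg/mL and 0% = DMSO only wells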
#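 Assay system: IRE1-XBP1 luciferase reporter CHO line. Input: 1000 cells/well. Buffer or medium: F12 with 10% serum. Doses: 20 µM, 1% DMSO. Times: overnight seeding at 37 °C, 6 h compound treatment at 37 °C. Technique: Steady-Glo luciferase glow luminescence, 10 min after reagent addition.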
# CHOP UPR activ: apoptotic UPR (CHOP) activation. activation, % at 10 µM. hit rate 0.34% among 330,000. CHO-CHOP luciferase reporter, luminescence; percent of tunicamycin response over DMSO baseline;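 active means at 10 µM dose, activation of 40% or more, normalized to positive control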;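 further: 100% = tunicamycin at 10 µg/mL and 0% = DMSO alone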
#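 measured by = luciferase luminescence | assay system = CHO-CHOP cells, stable luciferase reporter of PERK-eIF2a-CHOP signalling | amount = 500 reporter cells seeded per well | timing = 6 h compound exposure at 37 °C after overnight seeding | controls = positive tunicamycin 10 µg/mL, negative DMSO alone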
# Jurkat NFkB inh: lowers PMA/ionomycin-induced NF-kB signal in Jurkat cells; AID 435003; inhibition, % at 4 µM; PMA/ionomycin-induced NF-kB luciferase reporter, luminescence; hit rate 0.53% among 330,000; in the data active means inhibition above about 50%
# TIM10 inh: TIM10 yeast growth inhibition; inhibition, % at 10 µM; hit rate 1.4% among 330,000; S. cerevisiae TIM10 strain growth, BacTiter-Glo luminescence, 24 h;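 active means inhibition of 40% or more at the single tested concentration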;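 further: wild-type TIM10 isogenic control strain grown at permissive 25 °C; 0% = DMSO yeast wells and 100% = minimal medium wells without yeast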
# Mdm2 MdmX PPI: inhibitors of human Mdm2/MdmX interaction | hit rate 3% among 330,000 | O15151+Q00987 | inhibition, % at 8 µM | SaOS-2 split-luciferase Mdm2/MdmX complementation, luminescence;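 active means inhibition of at least 50% at 8 µM in the primary screen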
# Target sequence (O15151 whole entry, looked up): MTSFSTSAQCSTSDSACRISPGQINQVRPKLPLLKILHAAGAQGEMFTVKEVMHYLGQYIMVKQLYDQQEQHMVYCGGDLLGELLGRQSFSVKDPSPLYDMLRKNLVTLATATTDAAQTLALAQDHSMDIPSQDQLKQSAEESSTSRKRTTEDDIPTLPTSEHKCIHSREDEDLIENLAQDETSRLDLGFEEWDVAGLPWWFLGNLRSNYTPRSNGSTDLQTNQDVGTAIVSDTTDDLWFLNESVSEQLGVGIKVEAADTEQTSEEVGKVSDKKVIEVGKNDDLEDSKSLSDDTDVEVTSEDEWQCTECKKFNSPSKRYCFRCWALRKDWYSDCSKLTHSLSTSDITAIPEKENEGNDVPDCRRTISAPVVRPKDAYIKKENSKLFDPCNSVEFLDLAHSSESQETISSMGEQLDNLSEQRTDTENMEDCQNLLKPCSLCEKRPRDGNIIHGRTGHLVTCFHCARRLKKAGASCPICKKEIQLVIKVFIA
# Target sequence (Q00987 whole entry, looked up): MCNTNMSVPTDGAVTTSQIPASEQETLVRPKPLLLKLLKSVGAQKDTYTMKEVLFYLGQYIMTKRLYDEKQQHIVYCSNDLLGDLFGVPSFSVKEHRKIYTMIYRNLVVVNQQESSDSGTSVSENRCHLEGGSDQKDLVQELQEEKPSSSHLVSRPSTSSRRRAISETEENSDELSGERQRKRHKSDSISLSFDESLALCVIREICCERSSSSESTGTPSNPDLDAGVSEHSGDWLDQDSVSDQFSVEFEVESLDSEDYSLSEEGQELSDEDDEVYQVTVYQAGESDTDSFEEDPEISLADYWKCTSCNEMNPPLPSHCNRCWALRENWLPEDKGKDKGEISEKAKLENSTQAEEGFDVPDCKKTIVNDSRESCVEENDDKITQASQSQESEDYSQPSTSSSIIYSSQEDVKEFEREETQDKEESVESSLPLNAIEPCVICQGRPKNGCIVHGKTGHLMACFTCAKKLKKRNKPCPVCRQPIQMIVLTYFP
# tim10-1 inh: growth inhibitors of tim10-1 mutant yeast. S. cerevisiae tim10-1 ts strain growth, BacTiter-Glo, 24 h. inhibition, % at 20 µM. hit rate 2.2% among 330,000. AID 463190;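 active means inhibition of at least 40%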;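 further: mutant grown at 25 °C; 0% = DMSO wells with yeast and 100% = wells holding no yeast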
# Numbers without * were called inactive.
SMILES,tim23-1 inh,697 NFkB inh,XBP1 UPR activ,CHOP UPR activ,Jurkat NFkB inh,TIM10 inh,Mdm2 MdmX PPI,tim10-1 inh
COc1cccc(-c2nc(CS(=O)(=O)CC(=O)NC3CCCC3)c(C)o2)c1,6,-30,0,-1.1,-5,10,3,-1
CCOC(=O)C1CN(S(=O)(=O)c2ccc(C)cc2)c2cc(S(=O)(=O)CC)ccc2O1 (centres undefined),16,-4,3,0.5,-7,5,-36,32
O=C(NS(=O)(=O)Nc1ccc(Cl)cc1)c1c[nH]c2ccccc12,10,9,-3,0.1,10,1,9,9
COc1ccc(OCCNC(=S)Nc2cccc3ccccc23)cc1,34,5,-3,0.8,-2,39,-11,29
CCc1ccccc1NC(=S)NNC(=O)c1ccccc1Cl,12,-14,6,-0.4,-31,16,-20,23
Cc1cc(C)n2c(SCC(=O)NCc3ccc4c(c3)OCO4)nnc2n1,-4,-8,-5,0.0,0,1,5,8
Cc1ccc2c(c1)c1nnc(SCC(=O)N3CCCc4ccccc43)nc1n2CC(=O)O,11,-11,-2,-0.1,-21,6,32,7
CC(C)NS(=O)(=O)c1ccc(NC(=O)Cc2cccs2)cc1,-2,-21,4,2.4,-11,-12,-15,-5
CCc1c(C)nc(SCC(N)=O)c(C#N)c1C,-2,2,-4,-1.6,8,0,26,-1
CC(C)CC1(C)NC(=O)N(CC(=O)Nc2ccc3c(c2)OCCO3)C1=O (centres undefined),7,18,-2,-0.7,-1,0,26,1
Cc1ccc(NC(=O)CCn2nnc3ccccc32)c(C)c1,1,-15,2,2.0,-17,13,-37,3
CCOc1ccccc1N(CC(=O)NC(C)(C)C)C(=O)Cn1nnc(-c2ccc(C)o2)n1,23,-1,-1,-1.9,-22,1,16,19

# The final two compounds of the part before are carried over, then new ones follow:
SMILES,tim23-1 inh,697 NFkB inh,XBP1 UPR activ,CHOP UPR activ,Jurkat NFkB inh,TIM10 inh,Mdm2 MdmX PPI,tim10-1 inh
Cc1ccc(NC(=O)CCn2nnc3ccccc32)c(C)c1,1,-15,2,2.0,-17,13,-37,3
CCOc1ccccc1N(CC(=O)NC(C)(C)C)C(=O)Cn1nnc(-c2ccc(C)o2)n1,23,-1,-1,-1.9,-22,1,16,19
Cc1nc2ncnn2c(Nc2ccc3c(c2)OCO3)c1Cc1ccccc1,-3,-1,-1,-1.0,4,8,24,17
CC(C)(C)NC(=O)CSC(=Nc1ccccc1F)NC#N,11,-5,3,2.6,-43,8,-58,5
O=C(NCCc1ccccc1)c1nnc(CS(=O)(=O)c2ccccc2)o1,8,17,0,1.6,5,0,4,16
COc1ccc(OC)c(S(=O)(=O)N2CCNCC2)c1,3,7,-3,1.0,-5,-12,-3,-2
O=C(Cc1ccccc1)c1ccc2c(c1)OCCO2,15,-43,-3,4.1,-50,5,-15,2
OCCC1CN(Cc2ccc(F)cc2)CCN1CCc1ccccc1 (centres undefined),-6,10,-5,-3.2,11,-9,3,-4
COc1cc(/C=C2\SC(=O)N(CC(=O)Nc3ccccc3F)C2=O)cc(Cl)c1O,12,31,-4,4.2,16,-9,10,0
Cc1cccc(C)c1-n1c(SCC(=O)N2CC(=O)Nc3ccccc32)nc2ccccc2c1=O,20,-8,-5,-1.2,10,-4,8,14
COc1cccc(N2CCN(C(=S)Nc3ccc(C)cc3C)CC2)c1,-11,-4,-4,-1.1,4,-11,14,-23
CCc1ccc(NC(=O)C(NS(=O)(=O)c2cccc3nsnc23)c2ccccc2)cc1 (centres undefined),20,-22,0,6.2,-28,18,-12,25
CCOC(=O)c1ccc(NC(=O)CSc2nc3c(c(=O)n2C)SC(C)C3)cc1 (centres undefined),19,-41,-3,3.3,12,6,3,23
CC(=O)c1ccc(OCCN2CCOCC2)cc1,-1,-40,-2,-0.4,-15,1,29,9

# Quoted at random: six records from the list.
SMILES,tim23-1 inh,697 NFkB inh,XBP1 UPR activ,CHOP UPR activ,Jurkat NFkB inh,TIM10 inh,Mdm2 MdmX PPI,tim10-1 inh
COc1cccc(N2CCN(C(=S)Nc3ccc(C)cc3C)CC2)c1,-11,-4,-4,-1.1,4,-11,14,-23
CCc1ccc(NC(=O)C(NS(=O)(=O)c2cccc3nsnc23)c2ccccc2)cc1 (centres undefined),20,-22,0,6.2,-28,18,-12,25
Cc1nc2ncnn2c(Nc2ccc3c(c2)OCO3)c1Cc1ccccc1,-3,-1,-1,-1.0,4,8,24,17
O=C(Cc1ccccc1)c1ccc2c(c1)OCCO2,15,-43,-3,4.1,-50,5,-15,2
CC(C)(C)NC(=O)CSC(=Nc1ccccc1F)NC#N,11,-5,3,2.6,-43,8,-58,5
O=C(NCCc1ccccc1)c1nnc(CS(=O)(=O)c2ccccc2)o1,8,17,0,1.6,5,0,4,16

# Next structures:
SMILES,tim23-1 inh,697 NFkB inh,XBP1 UPR activ,CHOP UPR activ,Jurkat NFkB inh,TIM10 inh,Mdm2 MdmX PPI,tim10-1 inh
CC(C)Cn1c(SCC(=O)c2c(N)n(C)c(=O)n(C)c2=O)nc2ccccc21,-9,-12,-2,0.0,-20,10,20,3
COc1ccc(S(=O)(=O)N(C)CC(=O)Nc2ccccc2C(F)(F)F)cc1OC,9,-10,-4,-0.2,3,0,8,14
CCOC(=O)c1nnc(-c2ccc(C)cc2)nc1Sc1ccccc1Cl,20,9,33*,25,-2,-6,54*,11
CC1(C)CC(=O)C=C(c2cc3ccccc3s2)C1,9,1,2,5.0,-1,-4,-20,11
COc1ccc(OC)c(CNC(=O)CCc2nc(-c3cccs3)no2)c1,3,5,-3,1.4,2,-2,11,-8
COc1ccc(N=C2NC(=O)/C(=C/c3ccc(O)c(OC)c3)S2)cc1,18,-15,10,0.8,-6,12,45,0
Cn1cccc1C(C#N)c1cccc(F)c1C#N (centres undefined),15,-6,0,-0.2,13,13,-9,16
Cc1ccc2c(CC(=O)NCc3cccs3)coc2c1,-1,-31,-2,1.1,-5,-10,-11,-10
CCOCCc1nn2c(=O)cc(CSCC(=O)Nc3ccc(OC)cc3)nc2s1,4,-5,-2,-0.9,12,11,8,-5
CCCn1c(=O)c(Br)cn(-c2ccccc2C)c1=O,11,5,-4,-1.2,-24,-7,2,12
CCOC(=O)c1c(C2CC2)csc1NC(=O)COC(=O)c1ccc[n+]([O-])c1,3,-16,4,-0.4,14,16,5,0
N#C/C(=C(/O)COc1ccc(Cl)cc1)c1nc2ccccc2s1,-9,7,-1,1.9,13,17,30,-12
CCOC(=O)N1CCC(NC(=O)COc2cc(=O)n(C)c3ccccc23)CC1,2,-12,-1,0.2,-11,0,-29,6
CC(=O)c1cccc(NC(=S)NCc2ccccc2)c1,18,11,-5,4.0,10,7,-20,22
C=CCn1c(COc2ccccc2)nnc1SCC(=O)Nc1ccc(S(N)(=O)=O)cc1,4,3,-2,0.2,16,1,-13,9
COc1ccc(CN2CC[C@H]3C=CC[C@@H](C(=O)Nc4ccc(Cl)c(C(F)(F)F)c4)[C@H]3C2=O)cc1OC,27,10,0,14,3,24,15,23
O=C1CC(c2cccnc2)c2cc3c(cc2N1)OCCO3 (centres undefined),2,3,-2,-3.9,6,-4,1,9
COc1cccc(NC(=O)C(=O)c2cn(CC(=O)N3CCCC3)c3ccccc23)c1,14,3,1,1.2,-14,5,27,21
CC(C)C(NC(=O)C1CCCCC1)C(=O)Nc1ccc2c(c1)OCCO2 (centres undefined),23,-106,-1,-2.0,-39,2,-26,12
O=C(Nc1ccccc1)N(C1=NCCC1)c1ccccc1,28,0,-1,1.3,8,19,28,29
COc1ccc2cc3c(nc2c1)OCC3,5,-8,-3,0.7,-18,6,2,-18
O=C(Cn1cnc([N+](=O)[O-])c1)NCc1ccc(F)cc1,4,22,-2,-4.9,3,-3,3,9
CN1CCN(C(=O)c2cc(Cl)cc(Cl)c2NC(=O)c2ccco2)CC1,20,-31,0,-1.4,-7,11,-10,6
Cc1nc2ccc(NC(=S)N3CCCC3)cc2nc1C,1,0,-5,1.6,-4,12,-22,11
O=C(Cn1c(-c2cncs2)nc2ccccc21)NCCc1ccccc1,7,-4,-4,-1.4,0,-18,12,15
Fc1ccc(Cn2c(SCc3ccc(F)c(C(F)(F)F)c3)nnc2C(F)(F)F)cc1,24,-6,-2,-1.4,-4,3,-5,31
O=[N+]([O-])c1ccc(CN2CCN(c3ncccn3)CC2)cc1,-4,-1,-5,0.6,3,-2,19,-3
COc1ccccc1CCC(=O)Nc1cccc(S(=O)(=O)N2CCCC2)c1,25,14,-4,2.6,10,18,20,25
CCc1cccc(NC(=S)Nc2cccc3ccccc23)c1,29,-105,7,4.2,-22,27,22,30
COc1ccc(C(=O)N2CCN(Cc3ccc4c(c3)OCO4)CC2)cc1[N+](=O)[O-],4,8,-3,-1.8,6,-17,21,8
CC(NC(=O)c1ccc(F)cc1Cl)C1CC2CCC1C2 (centres undefined),22,9,3,3.0,-4,5,16,8
COc1cc(C(c2nnnn2C(C)(C)C)N2CCN(c3nc4ccccc4s3)CC2)ccc1O (centres undefined),0,2,-2,6.4,-12,9,-2,8
CN(C)C(=O)CN1C(=O)NC2(CCCc3ccccc32)C1=O (centres undefined),-10,3,-4,-0.6,5,-2,-4,-9
C/C(Cl)=C/Cn1c(SCCN2CCOCC2)nc2c1c(=O)[nH]c(=O)n2C,13,8,-3,-0.6,-10,-4,7,6
Cc1ccc(NS(=O)(=O)c2c(C)[nH]c(C)c2C(=O)N2CCCCC2)cc1Cl,15,14,7,-1.9,-5,3,19,-6
CC(C)[C@H](NC(N)=O)C(=O)Nc1ccc2c(c1)CCC2,6,-27,1,0.0,3,-10,29,7
CC1(C)CC(=O)C2=C(C1)N(c1ncn[nH]1)C(N)=C(C#N)C2c1ccccc1 (centres undefined),10,-42,0,1.5,0,-25,-4,14
COc1ccc(C(=O)OCC(=O)Nc2ccc([N+](=O)[O-])cc2OC)c(O)c1,-9,12,7,18,-8,-13,84*,27
CCC(C)(C)NC(=O)C(NS(=O)(=O)c1cccs1)c1ccccc1 (centres undefined),13,8,0,1.0,-14,8,-18,15
O=C(Nn1c(Cc2ccccc2)nc2ccccc2c1=O)c1c(O)c2cccc3c2n(c1=O)CCC3,23,-14,7,0.3,6,24,41,23
